# Assay outcomes: PubChem BioAssay, Sanford-Burnham Center for Chemical Genomics
# H9c2 TAG inh – inhibitors of triacylglycerol accumulation | hit rate 0.66% among 230,000 | inhibition, % at 12.5 µM | AID 651582 | H9c2 cells, Nile Red lipid (TAG) fluorescence; cells loaded with 200 µM oleic acid;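 active means pattern-corrected inhibition of lipid staining of at least 50% with the nuclear-stain viability signal not falling by more than 50%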;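 further: 0% = DMSO wells and 100% = triacsin C control wells; some results filed as inactive read as strong as hits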
# H9c2 TAG inh DAPI viability – second read-out of H9c2 TAG inh, no call of its own (marks repeat the call); DAPI nuclei signal change (viability), lower = more cytotoxic, %;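 whole-well DAPI fluorescence read on a plate reader as a viability signal; minus 50 percent equals half of cells still viable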
# * hit, by the source's call. Only part of the results is shown; the hit share may differ from the screen's.
Compound	H9c2 TAG inh	H9c2 TAG inh DAPI viability
Cc1ccccc1N1CC(C(=O)Nc2nnc(SCc3ccccn3)s2)CC1=O (stereo not given)	3.2	-4.0
COc1ccccc1CNC(=O)Cn1nc(C(F)(F)F)cc1C	-5.4	6.0
COc1ccc(NC(=O)c2cc3n(n2)C(C(F)(F)F)CC(c2ccco2)N3)cc1 (stereo not given)	-1.5	-8.7
N#CCCN(C(=O)Nc1ccc(Cl)cc1)c1ccccc1	-4.3	3.9
CCOc1ccccc1N(CC(=O)Nc1ccc(S(=O)(=O)N2CCCC2)cc1)S(C)(=O)=O	15.5	-10.6
O=C(CCc1nnc(CCCCc2ccccc2)o1)NCCN1CCCCC1=O	1.6	8.5
CCCCN=C1SC(C(=O)Nc2sc3c(c2C(=O)OC)CCC3)C(N)=C1C(=O)N1CCOCC1 (stereo not given)	27.9	-7.1
CC(C)N(C(C)C)S(=O)(=O)c1ccc(NN)nc1	11.7	-10.3
O=C1COc2ccc(C(=O)COC(=O)CCSc3ccc(Cl)cc3)cc2N1	5.2	-0.7
COc1cc(CC(NC(C)=O)C(=O)NC2CCN(c3nc(OC)nc(OC)n3)CC2)cc(OC)c1 (stereo not given)	5.0	-5.6
COc1ccc(-c2nc(CSCC(=O)NCC3CCCO3)c(C)o2)cc1OC (stereo not given)	0.1	3.1
CCOC(=O)C/C(C)=N/NC(=O)CNc1cccc(Cl)c1C	8.7	-3.8
N#C/C(=C(/O)COC(=O)c1ccccc1O)c1nc2ccccc2s1	4.0	-6.6
O=C(NCc1ccc(Cl)c(Cl)c1)c1cc(C2CCCCN2C(=O)CCc2ccccc2)on1 (stereo not given)	0.1	-0.6
O=C(/C=C/c1ccccc1)Nn1cnnc1	-16.9	23.7
O=C(CCc1ccccc1)Nc1ccc(NC(=O)C2CCCCC2)nc1	12.2	4.5
CNc1nnc(SCC(=O)c2cc(C)n(C3CC3)c2C)s1	-16.1	4.4
O=C(CSc1nnc(-c2ccncc2)o1)Nc1cccc(Cl)c1	-9.4	8.2
O=C(NC(=S)Nc1cc(Cl)ccc1Cl)c1ccco1	-23.9	0.3
O=C(Cc1cccc(NC(=O)C2CCN(C(=O)C3CC3)CC2)c1)Nc1cccc(C(=O)N2CCCC2)c1	24.4	5.7
CCCn1c(SCC(=O)NCCc2ccccc2)nnc1-c1ccccn1	0.6	-3.2
c1ccc2[nH]c(-c3ccc4c(c3)OCO4)nc2c1	1.9	3.2
O=C(NCCO)C1CCN(S(=O)(=O)c2ccc(F)cc2)CC1	-26.0	-6.6
O=C1OC(NC(=O)c2ccccc2)C(n2cc(CO)nn2)=C1Cl (stereo not given)	-13.4	6.9
COc1ccc(N2C(=O)CC(S/C(N)=N/N=C(\C)c3cccs3)C2=O)cc1 (stereo not given)	-4.8	5.3
Cc1ccc(Cn2c(SCC(C)C)nc3c2c(=O)n(C)c(=O)n3C)cc1	8.9	-21.7
Cc1ccc(Cl)cc1N1CCN(C(=O)CN(C2CCCCC2)S(C)(=O)=O)CC1	-9.0	2.9
COc1ccccc1Cn1c(C(C)C)nc2ccccc21	-15.0	6.6
CCCCC1=CC2=CC(=O)C(C)(OC(=O)C3CCCC3)C(=O)C2=CO1 (stereo not given)	8.7	-5.4
CCOc1ccc(NC(=O)CN(c2ccc(OCC)cc2)S(=O)(=O)c2c(C)[nH]c(=O)[nH]c2=O)cc1	10.7	-6.3

# Whole records from above. Order of screens: H9c2 TAG inh | H9c2 TAG inh DAPI viability
# O=C(/C=C/c1ccccc1)Nn1cnnc1 in the list: -16.9 | 23.7
# N#C/C(=C(/O)COC(=O)c1ccccc1O)c1nc2ccccc2s1 in the list: 4.0 | -6.6

# Continuation.
Compound	H9c2 TAG inh	H9c2 TAG inh DAPI viability
C/C=C/C(=O)N1CC2(CC(c3cccc(NC(=O)CC)c3)=NO2)C[C@H]1C(N)=O (stereo not given in full)	3.2	3.7
CC1CCCCC1NC(=O)C1CCN(C(=O)c2sccc2-n2cccc2)CC1 (stereo not given)	-6.7	-0.6
Cc1ccc(-c2csc(/C=C3\SC(C)C(=O)N3CC(=O)Nc3ccccc3F)n2)cc1 (stereo not given)	-7.4	-4.2
O=C(Nc1ccccc1Cl)c1ccccc1S(=O)(=O)c1ccccc1[N+](=O)[O-]	4.1	0.4
NC(=O)c1oc2ccccc2c1NC(=O)c1ccco1	-1.5	1.9
COCCCNC(=O)c1c(N)n(/N=C/c2cccnc2)c2nc3ccccc3nc12	26.8	16.9
COc1ccc(/C=N/OCC(=O)Nc2ccc3c(c2)OCO3)c(OC)c1	-16.9	11.5
CCC1(C)NC(=O)N(CC(=O)c2cc(C)n(C3CC3)c2C)C1=O (stereo not given)	-6.8	-0.8
CCOC(=O)C1=C(c2ccccc2)N(C)C(=O)NC1c1ccc(OC(F)F)c(OC)c1 (stereo not given)	5.4	-11.3
Cc1ccc(Cc2cnc(NC(=O)c3cccs3)s2)cc1	-15.6	-5.0
COc1ccc(N2N=NN(C(C)C)C2=C(Cl)c2nnnn2-c2ccc(OC)cc2)cc1	4.4	-8.6
CC(C)(C)OC(=O)N1CCN(Cc2ccc(F)c(B(O)O)c2)CC1	19.7	-14.0
COc1cccc(-c2nc(CS(=O)(=O)CC(=O)NCCC(C)C)c(C)o2)c1	11.8	-4.2
COc1cc2ccccc2cc1C(=O)Nc1nc(C)c(C(C)=O)s1	20.7	-4.1
N#Cc1ccsc1NC(=O)CSc1nnc(-c2ccccc2)o1	6.1	0.5
O=C(Nc1ccc(S(=O)(=O)Nc2ncccn2)cc1)c1ccccc1NS(=O)(=O)c1ccc(F)cc1	-2.0	-10.7
COc1cccc(NC(=O)Nc2cccnc2)c1	2.0	2.7
C[C@]12CC[C@H](O)CC1=CCC1C2CC[C@@]2(C)C1CC[C@@H]2NC(=O)[C@@H](N)CO (stereo not given in full)	-2.0	5.1
COC(=O)c1cc(CSc2nc3ccc(C)cc3[nH]2)oc1C	1.5	1.9
COc1ccccc1N1CCN(C(=O)c2ccc(Cn3c(=S)[nH]c4cc5c(cc4c3=O)OCO5)cc2)CC1	-9.2	-5.0
CCOC(=O)c1cc(NC(=O)c2ccccc2)c(=O)n2c1oc1ccccc12	19.4	18.8
CNc1ncnc2c1ncn2[C@H]1CN(Cc2ccc(-c3ccccc3)cc2)C[C@@H](CO)O1	-2.2	-1.6
COc1ccc(O)c(CNc2ccccc2F)c1	-6.3	-7.5
O=C(Nc1ncccc1O)c1ccc(S(=O)(=O)N2CCCC2)cc1	-8.9	2.5
CCN(C(=O)COC(=O)c1c(NC(C)=O)sc(C)c1C)c1c(N)n(Cc2ccccc2)c(=O)[nH]c1=O	3.6	21.6
Cc1ccc2nc(-c3ccc(NC(=S)NCC(C)(C)CN(C)C)cc3)sc2c1	31.8	31.1
CN(C(=O)c1c[nH]c(=O)cc1C(F)(F)F)c1ccc(Cl)cc1	1.9	-5.9
COc1ccc(-c2cc(C(F)(F)F)nc(S(C)(=O)=O)n2)cc1	1.9	12.8
O=C(c1ccc2ncsc2c1)N1CCN(c2nc3ccccc3s2)CC1	2.1	7.8
COc1ccc(OC(C)C(=O)N2CCN(c3ccccn3)CC2)cc1 (stereo not given)	-6.4	8.8

# Rewritten field by field: part of the list above.
canonical_smiles: COc1ccccc1CNC(=O)Cn1nc(C(F)(F)F)cc1C
  H9c2 TAG inh: -5.4	H9c2 TAG inh DAPI viability: 6.0

canonical_smiles: COc1ccc(NC(=O)c2cc3n(n2)C(C(F)(F)F)CC(c2ccco2)N3)cc1 (stereo not given)
  H9c2 TAG inh: -1.5	H9c2 TAG inh DAPI viability: -8.7

canonical_smiles: N#CCCN(C(=O)Nc1ccc(Cl)cc1)c1ccccc1
  H9c2 TAG inh: -4.3	H9c2 TAG inh DAPI viability: 3.9

# Random excerpt: three compounds from above, in no set order.
Compound	H9c2 TAG inh	H9c2 TAG inh DAPI viability
O=C(c1ccc2ncsc2c1)N1CCN(c2nc3ccccc3s2)CC1	2.1	7.8
NC(=O)c1oc2ccccc2c1NC(=O)c1ccco1	-1.5	1.9
COc1ccc(N2N=NN(C(C)C)C2=C(Cl)c2nnnn2-c2ccc(OC)cc2)cc1	4.4	-8.6

# New compounds follow.
# Fields – H9c2 TAG inh | H9c2 TAG inh DAPI viability
> COc1cc(/C=N/N(C)c2ccccc2)cc(Cl)c1O
    -0.5 | 4.3
> Cc1cccc(Cn2c(=O)n(Cc3ccco3)c(=O)c3ccccc32)c1
    3.6 | -7.4
> C=CCn1c(CSc2nc3ccccc3s2)n[nH]c1=S
    9.7 | 2.0
> NNC(=O)c1csc(Cc2c(Cl)sc3ccc(Cl)cc23)n1
    7.1 | -2.9
> Cc1ccc(S(=O)(=O)N2CCN(C(=O)CNC(=O)c3sc4ccccc4c3Cl)CC2)cc1
    -21.2 | 0.1
> CC1(C(=O)NCc2cccc(Cl)c2)Cc2c(-c3ccc(C(N)=O)cc3)ccnc2O1 (stereo not given)
    7.0 | 0.9
> COc1cc(-c2nc3n(n2)C(c2ccncc2)C(C(N)=O)=C(C)N3)cc(OC)c1OC (stereo not given)
    3.5 | 0.9
> Cc1nc2ccc(NC(=O)N3CCCCC3)cc2nc1C
    -2.1 | 21.4
> CC1(c2ccccc2)NC(=O)N(CC(=O)Nc2ccc(N3CCOCC3)cc2N2CCOCC2)C1=O (stereo not given)
    21.3 | 0.2
> CCCCN1C(=O)C(CC(=O)NC(c2ccccc2)c2ccccc2)CC(C(=O)N(C)C)=C1C (stereo not given)
    8.5 | 0.7
> CCOC(=O)CN1C(=O)N(CC)C(C)=C(C(=O)OC)[C@@H]1c1ccccc1
    -6.6 | -4.9
> CC1Cc2ccccc2N1S(=O)(=O)c1cccc(C(=O)N2CCN(c3ncccn3)CC2)c1 (stereo not given)
    -18.5 | -5.2
> CCC(C(=O)OCC(=O)Nc1cc(OC)ccc1OC)c1ccccc1 (stereo not given)
    1.9 | -0.5
> C[n+]1ccc(/C=C/c2cccs2)cc1
    -0.1 | -5.2
> Cc1[nH]nc2c1C(=O)CC(C)(C)C2
    -5.7 | -3.9
> Cc1nc2nc[nH]n2c(=O)c1C/C=C/c1ccccc1
    -20.2 | 5.8
> Cc1ccc(/C=N/n2c(-c3ccc(Cl)cc3)n[nH]c2=S)o1
    1.2 | 7.7
> Cc1ccc(N=Nc2c(N)[nH]n3c(=O)cc(-c4ccccc4)nc23)cc1
    1.4 | -2.4
> COC(=O)CC(c1ccc(C(C)C)cc1)n1cccc1 (stereo not given)
    -6.4 | 3.7
> Cc1cccc(NC(=O)CNC(=O)Cc2ccc(S(=O)(=O)N3CCOCC3)s2)c1C
    1.5 | 0.2
> Fc1ccc2cnc(-c3cccnc3)cc2c1
    4.8 | 1.7
> CC(=O)Nc1cc2c(cc1[N+](=O)[O-])-c1ccc(F)cc1C2
    -2.0 | 7.5
> O=C(CN1CCc2ccccc2C1)NC1CCCC1
    4.3 | -4.7
> COc1ccc(OC)c(/C=N/NC(=O)c2[nH]ncc2Br)c1
    8.3 | -2.0
> Cc1cccnc1NC(=O)c1ccc(S(=O)(=O)N2CCCCCC2)cc1
    20.9 | -1.0
> Cc1c(C(=O)NNC(=O)c2csc(N3CCOCC3)n2)oc2ccc(Br)cc12
    1.3 | 2.6
> O=C(C1CCN(S(=O)(=O)c2cccc3nsnc23)CC1)N1CCc2ccccc2C1
    -0.8 | 1.2
> O=C(c1ccc(-n2nc(C(F)(F)F)c3c2CCCC3)cc1)N1CCOCC1
    9.1 | -5.9
> O=C1C(C2=NC(c3ccccn3)C3C(=O)N(c4ccc(Cl)cc4Cl)C(=O)C23)=C(O)c2ccccc21 (stereo not given)
    11.3 | -7.1
> COc1cccc(CNCc2ccc(OC)cc2OC)c1
    9.5 | 6.8
> O=C(Oc1ccc(F)cc1)N1CCOCC1
    10.2 | -8.8
> CC(=O)Nc1ccc(S(=O)(=O)NCC(C)NS(=O)(=O)c2ccc(NC(C)=O)cc2)cc1 (stereo not given)
    -0.9 | 6.3

# Structures above containing a nitro group on carbon (2):
# Fields – H9c2 TAG inh | H9c2 TAG inh DAPI viability
> O=C(Nc1ccccc1Cl)c1ccccc1S(=O)(=O)c1ccccc1[N+](=O)[O-]
    4.1 | 0.4
> CC(=O)Nc1cc2c(cc1[N+](=O)[O-])-c1ccc(F)cc1C2
    -2.0 | 7.5
